aDG glyco act – increases alpha dystroglycan glycosylation; Pro5-aDG cells, alpha-DG glycosylation AlphaScreen (IIH6); 0% Pro5, 100% B10-LARGE cell signal; activation, % at 10 µM; 360,000 tested, 0.22% active;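 active = activation of at least 8% versus controls, or a plate z-score of at least 8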;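 note: Pro5 are CHO cells carrying HIG-tagged alpha-DG that lacks glycosylation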
ABCB6 inh 2 – blocks the human ABCB6 transporter; Q9NP58; K562-ABCB6 porphyrin accumulation, flow cytometry, 1 h; stronger effect = lower value; fluorescence ratio to DMSO, % at 10 µM; 360,000 tested, 0.19% active;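 active = fluorescence ratio to DMSO below 75%, the collection mean minus 3 SD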;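 note: signal is porphyrin accumulated inside mitochondria; 100% equals median channel fluorescence of DMSO control wells; lower ratio means ABCB6 inhibition with less porphyrin fluorescence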
m5-HT2A agonist – activates the mouse 5-HT2A serotonin receptor; P35363; CHO-K1 mHTR2A beta-arrestin complementation, luminescence; percent of 30 µM serotonin response; activation, % at 7.6 µM; 360,000 tested, 0.66% active;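 active = activation above a run cutoff, the mean activation of all tested compounds plus 3 SD, cut at about 14% in these data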;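 note: 0% = plate median of compound wells and 100% = 30 µM serotonin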
PDI turbidity – PDI (human) enzyme inhibition | AID 588391 | 350,000 tested, 0.052% active | inhibition, % at 10 µM | PDI insulin aggregation turbidity, A650, 90 min;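 active = mean inhibition across replicates of 30% or more, whatever share of single replicates reach that level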;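 note: absorbance from insulin aggregation driven by PDI reduction with DTT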
Target sequence (P07237 whole entry, looked up): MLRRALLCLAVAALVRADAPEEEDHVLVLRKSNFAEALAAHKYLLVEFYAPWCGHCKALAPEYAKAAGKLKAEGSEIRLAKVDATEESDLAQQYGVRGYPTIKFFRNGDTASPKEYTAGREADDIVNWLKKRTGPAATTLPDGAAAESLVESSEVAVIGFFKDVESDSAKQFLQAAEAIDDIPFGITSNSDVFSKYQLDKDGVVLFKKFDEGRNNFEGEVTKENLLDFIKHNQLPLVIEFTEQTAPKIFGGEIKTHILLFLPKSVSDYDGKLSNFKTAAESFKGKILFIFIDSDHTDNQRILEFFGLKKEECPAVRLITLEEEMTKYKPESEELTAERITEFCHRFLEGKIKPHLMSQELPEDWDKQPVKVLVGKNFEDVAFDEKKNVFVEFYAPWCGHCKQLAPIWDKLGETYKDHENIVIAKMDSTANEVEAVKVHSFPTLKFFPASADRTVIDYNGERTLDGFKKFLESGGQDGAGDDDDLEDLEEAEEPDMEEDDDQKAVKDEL
Cardio protect – protects H9c2 cardiomyocytes from peroxide injury; H2O2 injury protection, ATPLite, 2 h; protection from H2O2 cell death, % at 20 µM; 360,000 tested, 0.63% active; AID 588492;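 active = compounds giving at least 50% protection of heart cells from peroxide-induced death in the single-dose screen, raw or plate-pattern-corrected value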;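 note: 0% = DMSO wells with peroxide and 100% = DMSO wells without peroxide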
MC4R ag barr – agonists of human melanocortin 4 receptor (MC4R) beta-arrestin; 360,000 tested, 0.98% active; activation, % at 8.9 µM; U2OS MC4R beta-arrestin complementation, luminescence; percent of melanotan II response, DMSO zero; P32245;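 active = activation above a per-plate cutoff, the mean activation of sample wells on that plate plus 3 SD, cut at about 8% in these data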
Target sequence (P32245 whole entry, looked up): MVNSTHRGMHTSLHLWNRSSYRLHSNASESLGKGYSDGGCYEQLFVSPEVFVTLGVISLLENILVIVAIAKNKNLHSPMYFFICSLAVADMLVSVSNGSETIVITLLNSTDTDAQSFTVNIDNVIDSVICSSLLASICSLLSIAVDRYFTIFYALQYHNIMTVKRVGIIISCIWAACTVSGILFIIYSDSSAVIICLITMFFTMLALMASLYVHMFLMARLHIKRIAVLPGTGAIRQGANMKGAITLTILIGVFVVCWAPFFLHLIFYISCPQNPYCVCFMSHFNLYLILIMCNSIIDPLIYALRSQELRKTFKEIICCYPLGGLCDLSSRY
MC4R antag cAMP – antagonists of human melanocortin 4 receptor (MC4R); P32245; MC4R-expressing cells, MTII-stimulated cAMP, LANCE TR-FRET; inhibition, % at 6.5 µM; 360,000 tested, 0.48% active; AID 540295;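 active = inhibition above its plate's cutoff, the mean of tested wells on that plate plus 3 SD, cut at about 29% in these data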;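 note: 0% = Melanotan II alone and 100% = Melanotan II plus saturating MCL0020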
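Assay system: U2OS cells stably expressing human melanocortin 4 receptor (MC4R) / Dosing: 6.5 µM / Timing: compound 30 min, challenge 1 h, detection 1 h / Measured by: Eu-cAMP/anti-cAMP TR-FRET, emission 671 nm / Replicates: singlicate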
Vif imaging – blocks HIV Vif function. HEK293T cells, Vif self-association by quenched fluorescence, imaging, 24 h. inhibition, % at 7.49 µM. 340,000 tested, 0.35% active. AID 602346; in the data active = inhibition above about 50%, passing the limit was not always enough; note: some results filed as inactive read as strong as hits
Glyco luc inh – N-linked glycosylation inhibition. D54 ERlucT glycosylation luciferase reporter, 24 h; percent of 100 nM tunicamycin response. reporter increase, % at 12.5 µM. 360,000 tested, 0.23% active;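 active = mean luciferase reporter signal, scaled so untreated is 0 and the glycosylation-blocking control 100, at or above a set limit in every replicate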;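 note: luciferase carries N-glycosylation sites so blocking glycosylation raises the light; 0% = median of neutral control wells and 100% = median of 100 nM tunicamycin wells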
CaV13 FRET inh – Primary screen for inhibitors of IQ motif and Ca2+-dependent inactivation inhibitor domain binding in CACNA1D, Förster resonance energy transfer in living cells, …; HEK cells, CFP/YFP FRET ICDI-IQ, plate reader, 10 min; percent FRET-ratio fall versus neutral wells; 340,000 tested, 0.098% active; inhibition, % at 12.3 µM;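 active = mean replicate inhibition of at least 30% and at least 1% of replicates passing that level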;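 note: 0% = median of the neutral control wells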
The depositor's hits bear a star; . = not tested or not shown. Compounds were not picked by outcome; about 3.6% have a hit in one of these screens.

SMILES	aDG glyco act	ABCB6 inh 2	m5-HT2A agonist	PDI turbidity	Cardio protect	MC4R ag barr	MC4R antag cAMP	Vif imaging	Glyco luc inh	CaV13 FRET inh
COc1ccc(CNc2ncnc3sccc23)cc1	1.9	91	-10	2	-22	0.3	21	-5	-4	-3
CCCCNC(=O)N1CCN(C(c2ccccc2)c2ccccc2)CC1	0.0	98	-5	10	-2	-0.9	2	-11	-4	.
COCCn1nnnc1C(c1ccccc1OC)N1CCc2ccccc2C1 (configuration not stated)	0.4	98	-1	-1	2	1.3	1	0	-2	-6
COc1ccc(/C=N/Nc2nncc3ccccc23)cc1	-0.4	94	2	10	-11	1.4	7	-7	-18	10
CCOc1ccc2[nH]cc(C(=O)O)c(=O)c2c1	0.1	104	7	5	-1	-0.5	1	-1	2	-10
CCOC(=O)C1(Cc2ccccc2)CCCN(Cc2cccc(C(C)=O)c2)C1 (configuration not stated)	0.2	95	-3	-3	-3	-2.3	0	-3	-1	-6
O=C(CCCC(=O)N(CC(=O)NC1CCCCC1)CC1CCCO1)Nc1ccccn1 (configuration not stated)	-0.1	100	0	-4	0	-0.1	1	-13	4	.
COc1ccc(-c2csc3ncn(-c4ccccc4OC)c(=O)c23)cc1OC	0.6	95	0	3	18	-0.1	20	-3	5	-3
CC(C)(C)NC(=O)NC(=O)CN1CCN(c2ccccc2)CC1	0.0	99	2	10	0	-1.8	6	-9	-1	-5
COC(=O)CC1(C(=O)OC)Oc2ccc(Br)cc2C(=O)N1c1cc(Cl)cc(Cl)c1 (configuration not stated)	-0.1	94	5	9	-3	1.3	9	3	-1	13
Cc1nn(-c2ccccc2)c(C)c1NC(=O)COC(=O)CCc1ccccc1	0.0	98	0	1	0	-0.9	11	14	1	-10
COc1ccccc1CNC(=O)COC(=O)c1cccnc1SCC(=O)NCc1ccccc1OC	0.2	93	1	1	9	-2.2	-1	1	-1	-2
CN(C)c1cc(-c2ccc(Br)cc2)oc(=O)c1Cl	0.1	98	-10	-4	1	-1.4	19	-9	-3	-1
COc1ccc(Cl)cc1N1C(=O)CN(Cc2cc(OC)c(OC)c(OC)c2)C1=S	0.2	96	2	3	1	-1.8	15	-4	2	-17
Cc1ccc(S(=O)(=O)N(C)CC(=O)N2CCCc3ccccc32)cc1	-0.1	92	2	-11	-19	-1.5	-1	.	.	-5
O=C(CSc1nc2c(c(=O)n1-c1ccc(Cl)cc1)SCC2)Nc1ccc2c(c1)OCCO2	-0.3	103	1	-23	23	-0.8	12	.	3	-7
O=P(c1ccccc1)(c1ccccc1)C(O)c1cccs1 (configuration not stated)	-0.2	108	-2	-1	5	-1.3	12	11	0	-16
COc1ccc(NC(=O)N(C)C[C@H]2Oc3c(NC(=O)Nc4ccc(C(F)(F)F)cc4)cccc3C(=O)N([C@H](C)CO)C[C@@H]2C)cc1	-0.5	97	23*	-1	59*	-0.9	26	-1	-4	-11
COc1ccc(N2CCN(S(=O)(=O)c3c(C)nc4scc(C)n4c3=O)CC2)cc1	0.1	97	1	12	-5	-1.2	-5	8	-1	-3
COc1ccccc1-c1cnc2c(c1)C(=O)N([C@@H](C)CO)C[C@@H](C)[C@@H](CN(C)C(C)=O)O2	0.1	95	2	-6	-1	1.7	2	-7	1	-4
O=C(CNC(=O)c1ccc(Br)cc1)NCc1cccnc1	-0.1	92	1	11	2	-0.6	3	0	-1	-3
COc1ccc(S(=O)(=O)NCC2CCCO2)cc1NC(=O)c1ccccc1 (configuration not stated)	0.3	101	4	-5	-3	1.0	10	-2	-1	-5
COc1ccccc1N1CCN(S(=O)(=O)c2ccc3c(c2)oc(=O)n3C)CC1	0.0	95	1	12	-5	0.1	4	9	0	-5
COC(=O)c1cccc(C23CC4(C2)[C@H](CN(Cc2ccc(C(F)(F)F)cc2)[C@@H]4c2ccccc2)C3c2ccccc2)c1 (some centres not stated)	0.0	100	-3	-1	-5	0.5	9	13	-11	.
O=C(O)C1CC=CCC1C(=O)Nc1cc(Cl)ccc1Cl (configuration not stated)	0.0	96	1	1	0	-0.3	9	1	5	7
Cc1cccc(NCC(=O)N/N=C\c2cccc(Oc3ccccc3)c2)c1	-0.3	86	-1	10	-20	12*	-2	-19	-6	2
COc1ccc(C)cc1S(=O)(=O)N1CCN(C/C=C/c2ccccc2)CC1	-0.2	102	-7	-8	-7	0.8	7	-2	-4	-14
O=C(OCc1cc(=O)n2ccsc2n1)c1ccc(OC(F)F)cc1	-0.3	99	4	1	21	-2.5	9	.	-3	-6
CCN=C1SC(CC(=O)NCc2ccccc2)C(=O)N1CC (configuration not stated)	0.0	104	7	8	0	-1.0	-3	.	2	-9
Cc1ccc(NS(=O)(=O)Cc2ccccc2)cc1Cl	0.0	96	6	4	-1	1.1	-5	-17	0	-6
Cc1ccc(NC(=O)CCC(=O)c2cccs2)cc1	0.4	95	0	-6	-5	-1.2	1	2	2	-6
C=CCn1c(SCC(=O)Nc2ccc(C(=O)OCC)cc2)nnc1-c1sc(N)nc1C	0.0	98	6	1	-1	-0.9	-5	-7	-1	-1
C=CCN1C(=O)c2ccc(C(=O)Nc3ccccn3)cc2C1=O	1.2	92	0	1	2	-3.7	1	-13	0	-2
CCOC(=O)c1ccccc1NC(=O)CSC(C)C(=O)Nc1cc(C)on1 (configuration not stated)	0.1	103	-4	-2	4	-1.3	11	-13	1	-5
CCn1nc(C)c(/C=N\NC(=O)c2cccc(OC)c2)c1C	0.0	98	0	-19	0	-1.0	-2	-4	2	-5
c1cncc(-c2nnc(SCc3cccc4ccccc34)o2)c1	0.0	99	-4	7	-20	8.1	3	-15	1	-6
Cc1nc2ccccc2n2c(-c3ccccc3)c3c(=O)n(C)c(=O)n(C)c3c12	0.1	97	-1	3	16	-0.5	-4	-4	4	-5
COc1ccccc1Cc1c(-c2ccco2)nc2ccc(C)cn12	0.2	105	-5	.	-9	.	.	.	0	-4
COc1cccc(C2CC(c3c(-c4ccccc4)c4cc(Cl)ccc4[nH]c3=O)=NN2S(C)(=O)=O)c1OC (configuration not stated)	1.3	114	9	-24	-6	6.3	6	-29	1	.
CC(C)(C)NC(=O)C[C@H]1C[C@H](C(=O)N2CCOCC2)[C@@]2(C)c3[nH]c4cc(-c5ccco5)ccc4c3CCN2C1=O	0.1	104	-2	0	7	0.4	1	1	0	.
COc1ccc2[nH]cc(CCNC(=O)c3ccc4ccccc4n3)c2c1	0.1	96	1	4	-4	0.5	1	-3	0	-3
O=C(O)C1CCN(S(=O)(=O)N2CCOCC2)CC1	-0.2	109	3	-7	3	-0.9	2	0	2	-5
Cc1ccc(C)c(Cn2c(CN(C)Cc3ccccc3)nc3c2c(=O)n(C)c(=O)n3C)c1	0.0	91	9	.	19	6.1	-7	0	-2	-3
Cc1cc(C)cc(N2C(=O)CSC2c2ccccn2)c1 (configuration not stated)	0.0	93	0	14	2	-1.7	9	11	-3	4
Oc1cccc2ccc(/C=C/c3cccs3)nc12	-0.4	97	-7	3	16	-5.0	5	-5	-8	-6
O=C(Cn1ccc2ccccc2c1=O)NCCC(=O)NC1CCN(Cc2ccccc2)CC1	-0.3	98	6	9	11	-0.7	1	-3	1	-5
CCCn1nc(NS(=O)(=O)c2cccc3nonc23)c2cc3ccccc3nc21	-0.2	99	-3	-7	3	-3.9	1	0	0	-4
CCCN(CC(=O)Nc1ccccc1OC)C(=O)c1ccc2c(c1)NC(=O)C(C)S2 (configuration not stated)	-0.1	106	-1	10	-1	0.2	8	26	-3	-3
CN(CC(=O)NCC1CCCO1)S(=O)(=O)c1cc(Cl)ccc1Cl (configuration not stated)	-0.1	98	3	4	6	1.8	1	-14	-1	0
Cc1ccc(S(=O)(=O)CC(=O)N2CCN(c3ccc(F)cc3)CC2)cc1	0.0	98	-6	-17	-4	-4.4	2	-4	1	-2

Filtered by structure: those above with a COOH group (3)
SMILES	aDG glyco act	ABCB6 inh 2	m5-HT2A agonist	PDI turbidity	Cardio protect	MC4R ag barr	MC4R antag cAMP	Vif imaging	Glyco luc inh	CaV13 FRET inh
CCOc1ccc2[nH]cc(C(=O)O)c(=O)c2c1	0.1	104	7	5	-1	-0.5	1	-1	2	-10
O=C(O)C1CC=CCC1C(=O)Nc1cc(Cl)ccc1Cl (configuration not stated)	0.0	96	1	1	0	-0.3	9	1	5	7
O=C(O)C1CCN(S(=O)(=O)N2CCOCC2)CC1	-0.2	109	3	-7	3	-0.9	2	0	2	-5

Continued.
SMILES	aDG glyco act	ABCB6 inh 2	m5-HT2A agonist	PDI turbidity	Cardio protect	MC4R ag barr	MC4R antag cAMP	Vif imaging	Glyco luc inh	CaV13 FRET inh
COc1ccccc1N1CCN(CCCCN2C(=O)c3ccccc3C2=O)CC1	0.1	101	2	0	15	0.6	9	5	-3	-5
Cc1nc2cc(C)c(C)cc2s1	0.1	92	13	5	-2	3.8	0	2	0	-5
O=C(O)CN=C1CC(c2ccccc2)CC(=O)/C1=C(/O)CCCN1C(=O)c2ccccc2C1=O (configuration not stated)	-0.2	102	-2	2	6	0.7	4	0	4	-5
O=S(=O)(c1ccc2oc3ccccc3c2c1)N1CCCC1	-0.2	95	-4	-2	-23	-1.3	20	-1	-1	-7
O=C1CCCC/C1=C\Nc1ccc(S(=O)(=O)Nc2cnc3ccccc3n2)cc1	-0.1	96	-1	-3	8	-0.9	13	3	1	-9
CN(CC(=O)Nc1cccc(F)c1)C(=O)c1cc(-c2ccccc2)nc2ccccc12	0.0	104	-7	-2	-2	1.5	4	-10	4	-5
Cc1cccc(N2C(=O)c3cccc(Oc4ccc(Cl)cc4)c3C2=O)c1	0.0	102	2	3	-7	-1.1	4	-4	-2	-5
CC1(C)CC(=O)CC2(C1)NCC(c1ccccc1Cl)c1c2[nH]c2ccccc12 (configuration not stated)	0.9	94	-4	3	-9	1.8	12	-4	-3	-2
Cc1ccc(C)c(Cn2c(=O)n(CCC(=O)NCc3ccco3)c(=O)c3sccc32)c1	0.0	104	4	12	1	0.2	3	-1	1	-9
CCOC(=O)c1ccccc1NC(=O)COC(=O)C(Cc1c[nH]c2ccccc12)NC(C)=O (configuration not stated)	0.0	92	-6	6	2	-3.9	6	1	0	-6
COc1ccc(CNC(=O)C23CC4CC(CC(Br)(C4)C2)C3)cc1	0.1	93	8	0	-2	1.0	24	16	0	-11
CO/N=C\CC(=O)Nc1ccc(Cl)cc1Cl	-0.3	101	-2	0	-3	-0.6	-15	2	18	6
Cc1c(Cl)cccc1NC(=S)NCc1ccccc1Cl	0.0	99	2	-25	-16	-0.5	2	-5	-8	-3
O=C(CCCC(=O)n1cnc2ccccc21)n1cnc2ccccc21	-0.2	100	-2	-1	11	-0.8	-2	6	3	-5
CC(Nc1ccc(Br)cc1)C(=O)NC(=O)NC1CCCCC1 (configuration not stated)	0.2	93	13	1	-13	2.1	7	-9	0	-12
O=C(COc1ccccc1Cl)Nc1ccc(Cl)cn1	0.0	92	3	-9	-5	-1.7	-5	1	-13	-5

Compound activity from PubChem BioAssay.
